Bioassay records from PubChem BioAssay.
Bcl-W Bim block = inhibitors of Bim-Bcl-W interaction, human. bead-based flow cytometry, Bim peptide-Bcl-W binding. inhibition, % at 10 µM. hit rate 0.02% among 190,000. AID 952;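 also: 0% = bound tracer without compound and 100% = peptide blocker; higher means less fluorescent Bim peptide bound to Bcl-W beads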
Target sequence (Q92843 whole entry, looked up): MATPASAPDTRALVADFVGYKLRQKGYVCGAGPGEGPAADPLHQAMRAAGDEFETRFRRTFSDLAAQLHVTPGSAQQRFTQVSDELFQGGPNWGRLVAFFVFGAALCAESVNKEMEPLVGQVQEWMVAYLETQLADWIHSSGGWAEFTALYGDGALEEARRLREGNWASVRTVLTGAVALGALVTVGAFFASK
ABCB1 inh = inhibitors of human ABCB1 transporter, ABCG2 counter-screen | CCRF-Adr cells, JC-1 efflux, flow cytometry | inhibition, % at 6.6 µM | hit rate 0.067% among 190,000 | AID 1326; in the data active = inhibition above about 40%;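 also: 0% = vehicle and 100% = reference inhibitor; higher value means more JC-1 retained so stronger ABCB1 efflux block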
GSH fluor = compound fluoresces at 488/530 nm on GSH beads | GSH beads flow cytometry, compound fluorescence 488/530 nm; stronger effect = higher value | fluorescence (KMESF) at 10 µM | hit rate 0.25% among 190,000 | AID 1776; in the data active = fluorescence above about 89;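 also: glutathione beads carrying GST-tagged Bcl family fusion proteins plus one bare bead set; values are compound well signal with DMSO vehicle wells as background; inactives centre near 16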
Bim-Bcl-XL = disrupts Bim peptide binding to human Bcl-XL | bead flow cytometry, fluorescence | inhibition, % at 10 µM | AID 1007 | hit rate 0.04% among 190,000 | Q07817
Target sequence (Q07817 whole entry, looked up): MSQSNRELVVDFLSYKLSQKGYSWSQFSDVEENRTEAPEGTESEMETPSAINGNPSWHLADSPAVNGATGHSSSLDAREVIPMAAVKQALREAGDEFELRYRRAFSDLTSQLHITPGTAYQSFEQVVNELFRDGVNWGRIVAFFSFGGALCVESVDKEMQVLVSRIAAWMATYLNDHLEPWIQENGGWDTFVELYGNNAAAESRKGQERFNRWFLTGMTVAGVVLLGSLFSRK
Bim-Bcl-B = human Bim-Bcl-B interaction inhibition; hit rate 0.073% among 190,000; Q9HD36; AID 951; bead-based flow cytometry, Bim peptide-Bcl-B binding; inhibition, % at 10 µM;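 also: 0% = tracer peptide without compound and 100% = reference inhibitor peptide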
RGS8-Gao = regulators of human RGS8-Galphao interaction; P09471; multiplexed bead flow cytometry, RGS8-Galphao binding; actives lie on both sides; response (percent of control binding), % at 10 µM; hit rate 0.34% among 220,000; AID 1423; in the data active = response below about 60% or above about 140%; inactive = in between;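 also: Galphao activated as the GDP aluminium fluoride complex binding bead-coupled RGS8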
Bcl-2 Bim block = inhibitors of Bim-Bcl-2 interaction, human. P10415. Bead-based flow cytometry, Bim peptide-Bcl-2 binding. inhibition, % at 10 µM. hit rate 0.06% among 190,000. AID 950; in the data active = inhibition above about 40%; inconclusive = no clear call, values can overlap the other calls;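 also: 0% = no compound wells with probe peptide and 100% = reference peptide inhibitor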
RGS4-Gao reg = human RGS4-Galphao interaction regulation; binding response (% of control), % at 10 µM; hit rate 0.33% among 220,000; AID 1415; Multiplexed bead flow cytometry, RGS4-Galphao binding; actives lie on both sides; in the data active = binding response below about 49% or above about 150%; inactive = in between;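 also: fluorescent Galphao activated with aluminum fluoride binding bead-coupled RGS4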
Bim-Bfl-1 = human Bim-Bfl-1 interaction inhibition | hit rate 0.12% among 190,000 | inhibition, % at 10 µM | Bead-based flow cytometry, Bim-Bfl-1 binding inhibition;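 also: 0% = wells without compound plus tracer and 100% = blocker peptide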
ABCG2 inh = inhibitors of human ABCG2 transporter, ABCB1 counter-screen; AID 1325; IgMXP3 cells, JC-1 efflux, flow cytometry; inhibition, % at 6.6 µM; hit rate 0.1% among 190,000; Q9UNQ0;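 active = inhibition above 80%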;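 also: 0% = DMSO and 100% = nicardipine control wells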
Target sequence (Q9UNQ0 whole entry, looked up): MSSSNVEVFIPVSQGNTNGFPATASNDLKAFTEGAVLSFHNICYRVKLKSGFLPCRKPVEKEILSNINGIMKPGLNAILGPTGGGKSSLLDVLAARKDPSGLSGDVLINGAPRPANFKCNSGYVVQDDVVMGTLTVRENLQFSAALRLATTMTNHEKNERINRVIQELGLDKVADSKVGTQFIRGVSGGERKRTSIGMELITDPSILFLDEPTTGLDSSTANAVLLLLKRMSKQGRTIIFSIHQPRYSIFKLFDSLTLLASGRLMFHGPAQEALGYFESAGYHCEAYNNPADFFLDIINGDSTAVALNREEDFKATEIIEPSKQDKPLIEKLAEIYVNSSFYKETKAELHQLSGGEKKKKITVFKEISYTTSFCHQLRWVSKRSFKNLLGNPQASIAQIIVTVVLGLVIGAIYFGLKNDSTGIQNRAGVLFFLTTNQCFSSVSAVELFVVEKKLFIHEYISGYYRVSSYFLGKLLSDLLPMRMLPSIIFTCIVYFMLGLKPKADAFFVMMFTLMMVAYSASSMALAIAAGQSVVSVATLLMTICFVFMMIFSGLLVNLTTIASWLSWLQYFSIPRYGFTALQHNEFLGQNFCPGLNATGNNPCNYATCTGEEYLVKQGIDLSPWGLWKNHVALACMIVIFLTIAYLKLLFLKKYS
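Assay system – ABCG2 IgMXP3 and barcoded ABCB1 CCRF-Adr cell mix · Input – 3 million cells/mL in well · Reagent – JC-1 fluorescent substrate · Compound – single test compound dose, 6.6 µM final · Timing – 10 min exposure at 25 °C with rotation, no wash · Detection – flow cytometry of retained JC-1 fluorescence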
RGS7-Gao reg = regulators of human RGS7-Galphao interaction; P09471; Multiplexed bead flow cytometry, RGS7-Galphao binding; actives lie on both sides; binding response (% of control), % at 10 µM; hit rate 0.35% among 220,000; AID 1439; in the data active = binding response below about 49% or above about 150%; inconclusive = no clear call, values can overlap the other calls; inactive = in between;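 also: fluorescent Galphao held in activated GDP-AlF4 state binding bead-coupled RGS7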
* = called active by the depositor; ? = inconclusive. Rule as the data show it, unless noted: active = inhibition above about 40%.

Start of the listing, in advance:
1) CC(=O)Nc1c(O)nc(SCC(=O)Nc2cccc(C)c2)[nH]c1=O
2) CCc1nc2c(sc3nc4c(cc32)COC(C)(C)C4)c(=O)n1Cc1ccccc1
3) O=C(NCCN1CCc2ccccc2C1)C1CC(=O)N(C2CCCC2)C1 (configuration not stated)
4) COc1ccc(OCC(=O)N/N=C\c2ccco2)cc1
5) Cc1ccc(-n2nc(CN3CCOCC3)c(-c3ccccc3)c2N)cc1Cl
6) CCc1cccc2c1NC(=O)[C@]21[C@@H]2C(=O)N(Cc3ccccc3)C(=O)[C@@H]2[C@@H]2CCCN21
7) COc1ccc2c(c1)C=C(CN1CCC(CO)(CCc3ccccc3)CC1)CO2
8) CCOc1ccc2nc(SC3CC(=O)N(c4ccc(C)cc4)C3=O)sc2c1 (configuration not stated)
9) S=c1[nH]ncn2c1cc1oc3ccccc3c12
10) Cc1ccc(C2CC(=O)Nc3cc4c(cc32)OCO4)o1 (configuration not stated)
entry no.,1,2,3,4,5,6,7,8,9,10
Bcl-W Bim block,-3,-1,-3,0,-9,0,-3,0,-2,-5
ABCB1 inh,-0.7,1.4,2.4,0.0,8.0,-2.3,0.3,0.2,-0.2,0.5
GSH fluor,23,20,27,17,10,37,9,76,13,22
Bim-Bcl-XL,-11,0,-9,-2,-10,-10,-5,-4,-1,-4
Bim-Bcl-B,-13,0,-9,2,-12,-7,-5,-1,-18,-8
RGS8-Gao,91,99,98,99,99,99,100,90,94,102
Bcl-2 Bim block,-8,-1,-9,-3,-5,-7,-8,-2,-3,-1
RGS4-Gao reg,90,103,96,101,100,98,103,93,98,103
Bim-Bfl-1,-12,0,-15,1,-8,-9,-10,1,-3,-2
ABCG2 inh,34,6,5,2,28,-4,0,0,3,2
RGS7-Gao reg,88,98,100,105,100,101,101,92,?,101

Results, previewed entries included:
1) CC(=O)Nc1c(O)nc(SCC(=O)Nc2cccc(C)c2)[nH]c1=O
2) CCc1nc2c(sc3nc4c(cc32)COC(C)(C)C4)c(=O)n1Cc1ccccc1
3) O=C(NCCN1CCc2ccccc2C1)C1CC(=O)N(C2CCCC2)C1 (configuration not stated)
4) COc1ccc(OCC(=O)N/N=C\c2ccco2)cc1
5) Cc1ccc(-n2nc(CN3CCOCC3)c(-c3ccccc3)c2N)cc1Cl
6) CCc1cccc2c1NC(=O)[C@]21[C@@H]2C(=O)N(Cc3ccccc3)C(=O)[C@@H]2[C@@H]2CCCN21
7) COc1ccc2c(c1)C=C(CN1CCC(CO)(CCc3ccccc3)CC1)CO2
8) CCOc1ccc2nc(SC3CC(=O)N(c4ccc(C)cc4)C3=O)sc2c1 (configuration not stated)
9) S=c1[nH]ncn2c1cc1oc3ccccc3c12
10) Cc1ccc(C2CC(=O)Nc3cc4c(cc32)OCO4)o1 (configuration not stated)
entry no.,1,2,3,4,5,6,7,8,9,10
Bcl-W Bim block,-3,-1,-3,0,-9,0,-3,0,-2,-5
ABCB1 inh,-0.7,1.4,2.4,0.0,8.0,-2.3,0.3,0.2,-0.2,0.5
GSH fluor,23,20,27,17,10,37,9,76,13,22
Bim-Bcl-XL,-11,0,-9,-2,-10,-10,-5,-4,-1,-4
Bim-Bcl-B,-13,0,-9,2,-12,-7,-5,-1,-18,-8
RGS8-Gao,91,99,98,99,99,99,100,90,94,102
Bcl-2 Bim block,-8,-1,-9,-3,-5,-7,-8,-2,-3,-1
RGS4-Gao reg,90,103,96,101,100,98,103,93,98,103
Bim-Bfl-1,-12,0,-15,1,-8,-9,-10,1,-3,-2
ABCG2 inh,34,6,5,2,28,-4,0,0,3,2
RGS7-Gao reg,88,98,100,105,100,101,101,92,?,101

11) C=CCC(NCc1ccco1)c1ccc(OC)cc1 (configuration not stated)
12) Cc1ccc(-n2c(C)cc(C)c(C#N)c2=O)cc1C
13) CN(C)C(=O)c1cc(F)ccc1Sc1cc(Cl)ccc1Cl
14) CCCC(CCC(=O)NC1CCCCC1)C(=O)O (configuration not stated)
15) O=C(C[n+]1ccc(CCSc2ccc(F)cc2)cc1)c1ccccc1
16) COc1ccc(N2CCN(C(=O)CSc3ncccc3-c3nc4ccccc4[nH]3)CC2)cc1
17) Cc1ccc(/C=N/Nc2nc(N3CCOCC3)nc(N3CCOCC3)n2)o1
18) O=C(O)CSc1nnnn1-c1ccccc1
19) CC(=O)Nc1sc(C)c(C)c1C(=O)OCC(=O)Nc1cc(S(=O)(=O)N2CCCCC2)ccc1Cl
20) Cc1cc(C)nc(N2CCCC(C(=O)NCCC3=CCCCC3)C2)n1 (configuration not stated)
entry no.,11,12,13,14,15,16,17,18,19,20
Bcl-W Bim block,-3,-1,1,1,7,2,0,0,-2,0
ABCB1 inh,0.3,0.5,0.6,1.1,-0.4,0.1,3.4,0.6,0.7,1.1
GSH fluor,19,13,25,17,55,12,21,11,8,50
Bim-Bcl-XL,-4,-4,0,-4,-3,-3,-2,1,-1,-10
Bim-Bcl-B,-2,-1,1,-3,-5,-3,-4,0,-4,-2
RGS8-Gao,107,97,104,107,98,100,101,123,98,97
Bcl-2 Bim block,-2,-3,0,-7,0,-6,-1,2,-1,-3
RGS4-Gao reg,111,97,104,105,100,102,101,144,100,96
Bim-Bfl-1,-3,-4,-2,-10,7,-8,-3,0,0,-3
ABCG2 inh,1,1,1,7,0,0,13,1,-3,3
RGS7-Gao reg,108,98,98,105,101,102,99,127,99,101

21) CC(C)(C)c1cc(CN2CCC(O)CC2)cc(C(C)(C)C)c1O
22) Cc1ccc(/C=C/C(=O)OCC(=O)N2CC(=O)Nc3ccccc32)o1
23) CN(C)c1cc2c(c(N(C)C)c1)C(=O)c1ccccc1C2=O
24) Cc1ccc(OCCC(=O)Nc2ccc(F)c(F)c2)cc1
25) Cc1ccc(CSc2nc3c(c(=O)[nH]2)CCC3)cc1
26) Cc1ccc2c(c1)C(=O)c1c(C(=O)O)cccc1-2
27) O=C(NC1=NCCS1)c1cccc(NC(=O)c2ccco2)c1
28) O=C1COc2ccc(C(=O)COC(=O)Cc3ccsc3)cc2N1
29) CC(=O)NC(Cc1ccccc1)C(C)=O (configuration not stated)
30) Cc1ccc(Cn2nc(C)c(NC(=O)c3cc(C)no3)c2C)cc1
entry no.,21,22,23,24,25,26,27,28,29,30
Bcl-W Bim block,3,3,-3,0,2,-3,-3,0,-3,2
ABCB1 inh,0.2,-1.1,2.1,0.0,0.1,0.6,0.4,0.3,-0.1,0.2
GSH fluor,4,14,32,9,6,15,22,15,9,19
Bim-Bcl-XL,0,0,-9,-3,-4,-2,-3,-3,-2,-4
Bim-Bcl-B,-2,-7,-1,-3,-2,-4,-8,-7,-3,-4
RGS8-Gao,100,97,106,105,100,99,100,103,100,103
Bcl-2 Bim block,1,0,-7,-4,-6,1,-9,-3,-3,-8
RGS4-Gao reg,102,98,106,104,99,98,99,102,100,101
Bim-Bfl-1,-5,-1,-7,-1,-12,-8,-11,-3,-6,-8
ABCG2 inh,0,8,68,2,1,2,8,14,0,1
RGS7-Gao reg,98,103,104,100,99,104,102,?,99,107

31) Cc1ccc(N=C2N=C(N)c3ccccc32)c(C)c1
32) O=C(Nc1ccc(Cl)cc1)c1ccc(OCC2CCCO2)cc1 (configuration not stated)
33) COc1cccc(C2CC3(CC(C)(C)NC(=S)N3)Oc3cc(O)ccc32)c1 (configuration not stated)
34) O=C1N/C(=C/c2ccc(N3CCOCC3)o2)C(=O)N1c1cccc(Cl)c1
35) COc1ccc(NC(=O)Nc2ccccc2)cc1S(=O)(=O)N1CCCCC1
36) Cc1nn2c(N3CCCC3)cc(C(C)C)nc2c1-c1ccccc1
37) COc1ccc(C2(C(=O)NCc3ccccc3Cl)CCOCC2)cc1OC
38) Cc1noc(C)c1COC(=O)c1cccnc1SCC(=O)Nc1ccc2c(c1)OCO2
39) Cc1cc(OC(=O)c2cc(F)c(F)cc2Cl)nc(C)n1
40) COc1cc(/C=N/NS(=O)(=O)c2ccccc2)ccc1OS(=O)(=O)c1ccc(C)cc1
entry no.,31,32,33,34,35,36,37,38,39,40
Bcl-W Bim block,0,0,-5,1,-2,0,-2,0,0,-1
ABCB1 inh,-0.6,0.0,1.3,0.1,-0.1,0.3,1.1,1.1,0.5,-0.6
GSH fluor,21,23,17,14,14,8,10,25,25,13
Bim-Bcl-XL,-2,-1,-4,0,-2,0,-2,-6,-2,-4
Bim-Bcl-B,-1,-6,-19,-6,0,0,-1,-12,-5,-5
RGS8-Gao,101,96,98,88,100,97,100,101,102,102
Bcl-2 Bim block,-2,-2,-6,0,-3,-1,-4,-8,-4,-6
RGS4-Gao reg,100,96,96,80,101,95,102,101,99,101
Bim-Bfl-1,-3,-5,-7,4,-1,-3,-5,-17,-14,-16
ABCG2 inh,-1,4,5,2,1,2,1,3,2,-1
RGS7-Gao reg,100,98,98,94,98,95,100,99,103,98

41) COc1cc(-c2nc3cnccn3c2Nc2ccccc2)ccc1O
42) CCOC(=O)c1c(C)[nH]c(C)c1C(=O)Cn1nnc(-c2ccccc2C)n1
43) Cc1ccc(-c2cc(C(F)(F)F)c(C#N)c(SCC(=O)O)n2)cc1
44) CN1CCN(c2cc(N3CCc4ccccc4C3)c(F)cc2[N+](=O)[O-])CC1
45) CCOC(=O)C1=C(CN2CCCCC2)NC(=O)NC1c1cc(C)ccc1C (configuration not stated)
46) CC(C)C[C@H](N)c1cn([C@@H](CCCCN)C(=O)N2CCNCC2)nn1
47) NS(=O)(=O)c1ccc(S(=O)(=O)NCCc2ccccc2)cc1
48) COc1cc(C2=NOC(C(=O)NCc3cccs3)C2)cc(OC)c1OC (configuration not stated)
49) C/C(=N\NC(=O)c1ccc(Cn2cc([N+](=O)[O-])cn2)o1)c1cccc(NC(=O)c2cccnc2)c1
50) COc1cc(-c2cc(-c3ccc(O)cc3)nc(N)c2C#N)ccc1O
51) O=C1C2C3C=CC(C3)C2C(=O)N1CNc1ccc(O)cc1 (configuration not stated)
52) CC(=O)Oc1ccc(C(=O)Nc2ccc3c(c2)C(=O)N(CCC(=O)O)C3=O)cc1
entry no.,41,42,43,44,45,46,47,48,49,50,51,52
Bcl-W Bim block,1,-5,-1,-9,-3,2,-3,-5,0,12,4,2
ABCB1 inh,-0.7,0.5,0.5,1.5,0.2,0.5,-2.2,1.4,0.7,0.1,0.2,0.1
GSH fluor,18,17,17,15,15,20,35,23,7,7,16,37
Bim-Bcl-XL,-7,-2,-7,-9,-4,-3,9,-6,0,17,-1,-10
Bim-Bcl-B,-6,-2,-5,-8,1,-4,-6,-10,3,11,-6,-5
RGS8-Gao,98,102,101,102,110,99,100,101,103,101,93,103
Bcl-2 Bim block,-7,0,-5,-8,-3,-5,-5,-8,-3,0,1,-5
RGS4-Gao reg,96,100,103,101,104,104,93,105,101,101,94,102
Bim-Bfl-1,-7,-2,-8,-8,-4,-9,-3,-12,-1,1,9,-9
ABCG2 inh,1,4,3,14,0,1,-4,20,4,0,1,1
RGS7-Gao reg,97,97,103,99,102,103,95,103,99,98,98,102
